# CAL PDZ FP-1: blocks peptide binding to human CAL PDZ domain; Q9HD26; purified CAL PDZ, TMR-peptide fluorescence polarization, 1 h; inhibition, % at 20 µM; 330,000 tested, 0.02% active; AID 504414;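 active = highest replicate inhibition of at least 40%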;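 note: plate controls were DMSO neutral control wells for no effect and unlabeled competitor peptide control wells for full effect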
#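 System: tagged CAL PDZ domain. Schedule: 1 h room-temperature incubation prior to read. Signal: fluorescence polarization (mP). Measure: percent inhibition from loss of millipolarization.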
# SR-BI HDL uptake: mouse SR-BI HDL lipid transfer inhibition; Q61009; ldlA[mSR-BI] CHO cells, DiI-HDL uptake fluorescence, 3 h; 320,000 tested, 0.96% active; inhibition, % at 12.5 µM; AID 488896;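 active = mean replicate inhibition of at least 70% and a set share of replicates each scoring 70 or more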;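 note: 0% = median of neutral control wells and 100% = median of positive control wells; values of inactives mirror those of a sister screen read the other way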
# Target sequence (Q61009 whole entry, looked up): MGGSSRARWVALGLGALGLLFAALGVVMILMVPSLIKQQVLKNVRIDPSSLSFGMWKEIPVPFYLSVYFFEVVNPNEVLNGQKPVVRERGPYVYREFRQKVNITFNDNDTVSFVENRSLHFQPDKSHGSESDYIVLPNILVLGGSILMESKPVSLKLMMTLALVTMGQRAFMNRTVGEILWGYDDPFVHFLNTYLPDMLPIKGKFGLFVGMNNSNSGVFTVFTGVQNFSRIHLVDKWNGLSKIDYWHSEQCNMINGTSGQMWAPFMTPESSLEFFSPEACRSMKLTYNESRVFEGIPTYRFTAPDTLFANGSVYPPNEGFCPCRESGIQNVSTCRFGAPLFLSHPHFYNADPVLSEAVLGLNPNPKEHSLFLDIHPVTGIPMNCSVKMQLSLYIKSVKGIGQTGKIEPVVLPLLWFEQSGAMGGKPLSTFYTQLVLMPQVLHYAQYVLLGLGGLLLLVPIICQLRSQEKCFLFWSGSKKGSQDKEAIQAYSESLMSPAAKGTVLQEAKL
# SR-BI DiI-HDL act: SR-BI HDL lipid transfer activation; activation, % at 12.5 µM; CHO ldlA[mSR-BI] cells, DiI-HDL uptake fluorescence, 3 h; 100 = double the neutral-control signal; 320,000 tested, 0.096% active;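 active = mean replicate activation of at least 60% and every replicate at or above 60%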;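 note: 0% = median plate neutral-control signal and 100% = twice that signal; values of inactives mirror those of a sister screen read the other way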
#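 Assay system: CHO ldlA[mSR-BI] cells, LDL receptor-null, SR-BI overexpressing; medium: Ham's F12 with 0.5% BSA, HEPES 25 mM, pH 7.4; also added: DiI-HDL 10 µg/mL; timing: 3 h uptake period with compound, 37 °C; signal: DiI fluorescence, bottom read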
# AddAB inh: less growth of phage-infected E. coli with AddAB | 330,000 tested, 0.29% active | E. coli expressing H. pylori AddAB, absorbance growth | inhibition, % at 11.9 µM | AID 435030; in the data active = inhibition above about 12%;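 note: 0% = vehicle wells of infected cells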
# Wnt act: activators of Wnt/beta-catenin signaling | Wnt/beta-catenin reporter cell assay, activator, plate reader | 300,000 tested, 1.2% active | activation, % at 9.35 µM; in the data active = activation above about 30%, passing the limit was not always enough;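 note: 0% = neutral control wells and 100% = positive control wells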
# phage Ecoli inh: E. coli growth loss with phage present. inhibition, % at 11.9 µM. AID 651602. growth absorbance. 360,000 tested, 0.26% active; in the data active = inhibition above about 11%
# Tat export inh: inhibitors of E. coli Tat protein transport | E. coli MC4100 TorA-mCherry Tat export, fluorescence | inhibition, % at 10 µM | 340,000 tested, 0.036% active | AID 488895;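 active = mean replicate inhibition at least 50% and at least half of replicates individually reaching 50%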;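 note: exported cargo escapes ClpAP degradation while cytoplasmic cargo is degraded and loses fluorescence; 0% = median of neutral control wells and 100% = median of NaSCN control wells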
# Ecoli viability: reduces bacterial viability in AddAB counter-screen. E. coli V3065 growth, OD600 absorbance, 18 h. inhibition, % at 11.9 µM. AID 449728. 330,000 tested, 0.27% active;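 active = inhibition above the campaign's mean inhibition across all tested compounds plus 3 SD, cut at about 9.9% in these data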;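 note: uninfected addAB+ strain grown without phage in ampicillin broth; 0% = DMSO wells and 100% = ciprofloxacin 0.95 µg/ml wells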
# CAL PDZ FP-2: CAL PDZ (human) peptide binding inhibition. AID 602252. Q9HD26. 300,000 tested, 0.92% active. inhibition, % at 24.9 µM. purified CAL PDZ, TMR-peptide fluorescence polarization, 1 h;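 active = mean inhibition of at least 30% with at least half of replicates also reaching 30%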;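 note: 0% = DMSO neutral control and 100% = excess unlabeled competitor peptide PRC23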
# MITF act: MITF TRPM1 promoter activation in melanoma cells. SK-MEL-5 TRPM1-promoter luciferase, 24 h; % of positive control, neutral wells = 0. activation, % at 12.5 µM. 300,000 tested, 0.75% active;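 active = mean activation of at least 80% with every replicate also reaching 80%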;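 note: 0% = neutral control wells and 100% = parthenolide positive control wells; values of inactives mirror those of a sister screen read the other way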
# * marks the source's active call; other numbers are inactive results; . = not tested or not shown. Rows were taken by chance; any-hit rate near 3.6%.
SMILES,CAL PDZ FP-1,SR-BI HDL uptake,SR-BI DiI-HDL act,AddAB inh,Wnt act,phage Ecoli inh,Tat export inh,Ecoli viability,CAL PDZ FP-2,MITF act
N/C(=N\NC(=O)Nc1ccccc1)c1ccccn1,.,.,.,6.5,36*,1.3,.,3.9,.,.
Cc1ccc(C(=O)N(C)c2ccc(OCC(=O)N3c4ccc(C)cc4C4CN(C)CCC43)cc2)cc1 (stereo not drawn),-2.9,24,-24,4.3,.,.,-2,0.8,0,29
COc1ccc(C(C(=O)NCCC(C)C)N(CCCO)C(=O)c2snc(C(N)=O)c2N)cc1OC (stereo not drawn),-0.3,12,-12,2.2,0,1.5,-3,1.6,-2,.
O=C(CCc1nc2ccccc2c(=O)[nH]1)Nc1ccccc1N1CCCC1,-2.1,-5,5,0.0,-4,1.2,0,-1.0,-1,6
CC(=O)c1ccc(OCCCC(=O)Nc2cc(S(=O)(=O)N(C)C)ccc2C)cc1,-0.4,-2,2,0.0,1,4.0,-1,-0.3,.,-11
O=C1NC(=O)C2(CCCC2C(=O)O)N1 (stereo not drawn),1.1,-15,15,.,2,2.4,2,.,5,3
CN(CC(=O)Nc1cccc(F)c1)C(=O)Cn1c(=O)oc2ccccc21,0.5,0,0,1.4,1,1.2,2,-0.1,.,-10
COc1ccc2oc(C(=O)OCC(=O)NCCN3C(=O)CSC3=O)c(C)c2c1,-0.4,5,-5,2.1,3,4.4,-6,-3.1,-5,8
CCCCCCNC(=O)c1c(O)c2ccccc2[nH]c1=O,-1.1,4,-4,2.8,0,1.1,1,-0.8,2,.
Cc1cccc(C)c1N1CC(=O)N(c2c(C)cccc2C)CC1=O,-0.7,-12,12,0.8,-4,1.4,-7,0.2,-6,2
Cc1c(-c2ccco2)[n+](=O)c2c(n1[O-])CCC2,.,-32,32,1.9,.,0.2,-6,0.5,-4,-7
COc1ccc(-c2csc(NC(=O)C3CCN(c4ncnc5sc(C)c(C)c45)CC3)n2)cc1OC,-1.7,54,-54,-1.2,-14,3.5,1,-3.5,-21,-85
Brc1ccccc1Cn1cnc2ccccc21,-0.7,-9,9,-2.8,0,-1.3,-9,-3.0,-5,.
COc1ccccc1CNc1nc2nc(C)cc(=O)n2[nH]1,-0.5,-28,28,3.0,1,3.7,-9,1.3,.,.
Cc1cc(-c2ccccc2)c2c(=O)n(-c3ccccc3)[nH]c2n1,0.6,-3,3,0.2,4,2.1,-2,-3.0,.,-3
COc1ccc(C(=O)N2CCN(c3ccc(F)cc3)CC2)cc1S(=O)(=O)NC1CC1,0.4,12,-12,-0.8,25,-0.3,-5,-2.3,.,41
Cc1nc(-c2ccc(F)cc2)c(CC(=O)NCC(=O)Nc2ccc(F)c(F)c2)s1,0.5,-4,4,0.2,-2,6.3,1,-0.2,2,.
O=C(NCCNc1ccc([N+](=O)[O-])cc1C(F)(F)F)c1ccc(F)cc1,-2.0,26,-26,3.1,-3,3.8,-9,2.4,-3,6
Cc1nnc(SCC(=O)NCc2cccs2)n1-c1ccccc1,-3.8,-17,17,0.8,-1,3.6,-4,-1.5,-1,.
CC1(C)O[C@@H]2[C@H](O1)[C@@H](CO)O[C@H]2n1ccc(=O)[nH]c1=O,1.3,2,9,-1.3,-3,0.3,3,-0.7,-2,1
Cc1ccc2oc(=O)n(CC(=O)c3ccc(F)cc3)c2c1,1.8,.,.,2.5,1,4.6,-3,1.0,-3,.
O=C(COc1ccc(S(=O)(=O)N2CCOCC2)cc1)NCCCn1ccnc1,-2.4,-14,14,2.8,1,1.7,-4,-2.0,1,1
O=C(NC1CC1)C1CC(=O)N(c2ccc(F)cc2)C1 (stereo not drawn),0.0,.,.,2.5,3,-0.2,-4,-0.3,.,1
COc1ccc(CCNC(=O)c2cc(-c3ccccc3OC)on2)cc1OC,-3.2,49,-49,1.2,.,0.1,1,-0.5,.,16
CN1C(=O)/C(=C2/C=CC=CN2C)OC1=S,-1.1,1,-1,1.6,.,1.9,-9,-2.6,-4,.
Cc1ccc(NC(=O)CCn2nnc3ccccc32)cc1,-0.1,-4,4,-0.9,13,3.5,6,-1.7,-6,74
O=C(CCN1C(=O)C2C3C=CC(C3)C2C1=O)Nc1ccc(F)cc1 (stereo not drawn),.,-8,8,4.3,8,-1.6,-8,-2.6,-1,8
CN1C(=O)/C(=C2\SC(=S)N(CCCCCC(=O)O)C2=O)c2ccccc21,-0.6,.,.,-1.2,4,-1.1,-3,-2.8,-1,-10
O=c1ccc2cc(O)c(O)cc2o1,-0.9,-10,10,0.1,-3,1.3,-1,-3.3,-2,21
CSc1cccc(N2CC(C(=O)Nc3ccccc3N3CCCC3)CC2=O)c1 (stereo not drawn),-2.5,25,-25,2.3,-2,0.4,-2,1.0,1,-1
CCCCN(CC)S(=O)(=O)c1ccc(C(=O)Nc2nnc(COC)o2)cc1,-2.7,-16,16,-0.5,.,.,4,-3.9,0,1
Cc1cccc(NC(=O)CSCC(=O)Nc2sccc2C#N)c1,-3.0,-23,23,0.8,5,2.1,-3,-0.1,-3,-16
CCCc1cc(C(=O)Nc2sc(C)c(CC)c2C#N)no1,-0.8,31,-31,-3.5,4,3.6,-1,0.9,-6,.
Cc1ccc(NC(=O)CCNC(=O)c2ccc([N+](=O)[O-])cc2)cc1S(=O)(=O)N1CCOCC1,-2.5,.,.,0.6,-4,0.9,4,-0.7,-1,-11
CCCCCCCCCCCCN1[C@@H](CC(C)=O)c2cc(F)cc(F)c2S1(=O)=O,0.6,-8,8,2.2,-12,1.7,-19,0.8,1,13
COc1ccc(C2(c3ccc(OC)cc3)NC(=O)N(CC(=O)Nc3ccc(C(=O)N(C)C)cc3)C2=O)cc1,-2.9,-22,22,1.7,-2,0.8,-4,-1.8,-1,-7
CCSc1nnc(NC(=O)COc2ccc(Cl)cc2)s1,0.5,-5,5,1.1,-1,1.7,-6,2.8,.,11
O=C(Nc1nnc(CCN2CCCCC2)s1)c1cccc(Cl)c1,1.3,-12,12,-0.6,0,3.5,-7,-1.1,-4,15
CCOC(=O)CCCNC(=O)CCNC(=O)c1ccc(OC)cc1,-0.3,-34,34,0.4,-11,1.1,-6,-1.1,4,-6
Fc1ccc2cnc(-c3ccccc3)c(-c3cccc(C(F)(F)F)c3)c2c1,0.5,-8,8,1.8,6,4.9,13,0.7,-2,0
CC(=O)c1cccc(CN2CCC(C(=O)Nc3cccc(-c4ccn[nH]4)c3)CC2)c1,-3.6,23,-23,1.4,-1,2.8,9,-0.6,-2,0
O=C(NC(=S)Nc1ccccc1O)c1cccnc1,-0.1,-1,1,0.7,3,2.4,-2,-2.6,-1,.
COc1ccc(/C=N/Nc2cc(C)nc(N3CCOCC3)n2)cc1OC,.,.,.,-1.1,6,0.4,.,3.5,.,.
O=S(=O)(CCN1C=CC(C(F)(F)F)=NCC1)c1ccc(F)cc1,1.1,-2,2,0.7,5,-0.5,-5,1.9,2,1
COc1ccc(S(=O)(=O)NCC2CCCN(C(=O)CN3CCCCC3)C2)cc1 (stereo not drawn),-0.2,-6,6,5.4,-1,3.5,-5,2.4,.,9
O=C(N1CCOCC1)N1CCN(S(=O)(=O)c2cccc([N+](=O)[O-])c2)CC1,-2.5,-10,10,1.2,-2,1.6,-3,2.5,-2,11
COc1ccc(NC(=O)CSc2nccn2Cc2ccccc2)c(OC)c1,-0.5,5,-5,3.1,5,1.4,6,1.8,.,5
COCCNC(=S)N1CCC(NC(=O)c2ccco2)CC1,-0.6,-10,10,2.0,0,1.8,5,-0.2,-4,3
COc1cccc(Oc2ccc(N)cc2)c1,0.5,12,-12,-1.2,.,2.9,-6,-4.2,-5,5
C/C(=N\NC(=O)c1ccco1)c1cccc2ccccc12,0.3,.,.,5.7,3,0.6,-4,3.3,.,2

# Following part.
SMILES,CAL PDZ FP-1,SR-BI HDL uptake,SR-BI DiI-HDL act,AddAB inh,Wnt act,phage Ecoli inh,Tat export inh,Ecoli viability,CAL PDZ FP-2,MITF act
COc1ccc(OC)c(NC(=O)CCN2CCN(Cc3ccccc3)CC2)c1,0.3,2,-2,2.1,.,1.2,1,2.3,0,2
COc1ccc(NC(=O)CN(C)C(=O)CCSc2ccc(F)cc2)cc1,-2.2,-14,14,.,-2,4.8,5,.,-1,1
O=C(NCCCN1CCOCC1)C1CCN(S(=O)(=O)c2cccc(Cl)c2Cl)CC1,-0.1,-26,26,2.6,-2,3.0,-5,1.7,-1,-5
O=C(Nc1ccc(-c2ccccc2)cc1)c1ccc2c(c1)S(=O)(=O)c1ccccc1C2=O,-0.1,84*,-84,4.7,-3,1.6,0,1.1,1,14
O=c1c2ccccc2sc2c(CO)ccc(NCCN3CCCCC3)c12,0.5,-6,6,.,0,-0.1,14,.,-6,-16
Cc1ccc[n+](CC(=O)Nc2cccc([N+](=O)[O-])c2)c1,-2.0,-17,17,0.7,-2,5.5,-1,-0.2,1,-1
O=c1c2cc(Br)ccc2nc(-c2cccc(Cl)c2)n1O,-1.3,-2,2,1.7,2,10,-8,6.7,-1,1
COc1ccc(N(C(C)=O)c2nc3ccccc3[nH]2)cc1,0.6,6,-6,-0.3,0,3.3,-9,0.0,-2,.
Cc1cc(C)n(CC(=O)NNC(=O)CCCOc2ccc(Cl)c(C)c2)n1,-2.5,-12,12,-0.6,-2,0.9,11,-0.4,-2,1
c1csc(-c2nn3c(Cn4cnc5ccccc54)nnc3s2)c1,-3.2,-22,22,0.2,.,0.8,6,-2.5,-2,-6
Cc1ccc(S(=O)(=O)NC2CC(C)(C)NC(C)(C)C2)c(C)c1C,-0.1,9,-9,1.2,0,2.9,-1,-0.7,3,5
Cc1ccc2ccccc2c1Cn1c(-n2ccnc2)nc2c1c(=O)n(C)c(=O)n2C,-2.6,16,-16,1.7,.,2.9,-2,-1.5,-1,-2
O=C(Cc1cccs1)N1CCN(S(=O)(=O)c2ccc(F)cc2)CC1,-0.8,-33,33,2.8,-2,4.6,-2,2.7,0,-7
C=C(C)C(=O)Oc1ccc(N2C(=O)CCC2=O)cc1,-0.2,39,-39,-1.5,1,2.4,2,-1.7,-4,-9
O=C(CCN1CCCCC1)NCC1OCCc2ccccc21 (stereo not drawn),0.1,-5,5,1.8,.,2.3,-6,-0.5,-2,-5
